# GPR55 antagonists – GPR55 antagonists blocking LPI-driven arrestin recruitment, primary screen, imaging, U2OS, beta-arrestin-GFP, LPI agonist (AID 2013). 290,000 tested, 0.13% active. U2OS GPR55 beta-arrestin-GFP translocation imaging, LPI antagonism; higher % means a stronger effect. inhibition, % at 10 µM, or IC50 in µM where a hit was titrated;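 active = spots per cell inhibited over 60%, with over 100 cells counted and total cytoplasm intensity under 500,000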;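 also: U2OS cells stably carrying GPR55 and arrestin-GFP stimulated by 5 µM LPI near EC80; imaged beta-arrestin-GFP aggregate spots per cell after agonist stimulation; plate controls were LPI-stimulated DMSO wells for no effect and DMSO wells without LPI for full effect; some results filed as inactive read as strong as hits; confirmed hits need IC50 under 10 µM and bright autofluorescent wells are also inconclusive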
# MgcRacGAP inhibition – MgcRacGAP GTPase-activating activity inhibitors, confirmation, biochemical, ADP Hunter fluorescence; MgcRacGAP-stimulated Rac1 GTP hydrolysis, ADP Hunter fluorescence; higher % means a stronger effect; GST-tagged Rac1 F28L mutant substrate; one-dose inhibition, % at 30 µM; IC50 in µM for titrated hits; 340,000 tested, 0.6% active; AID 624330;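 active = first-screen hits whose inhibition reached a set limit at any dose in the follow-up dose series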;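 also: fluorescence reports GDP produced by GAP-driven GTP hydrolysis; strong numbers were not always called active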
# NTR1 ag – agonists of NTR1, primary screen, imaging, U2OS cells, beta-arrestin-GFP, high content (AID 493036); P30989; NTR1-U2OS beta-arrestin-GFP spot imaging, agonist mode; activation, % at 20 µM; 330,000 tested, 0.17% active;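 active = activation at or above 40% of the spot to cytoplasm intensity ratio, with at least 20 cells analyzed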;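 also: 0% = DMSO without peptide and 100% = 100 nM NTR1 peptide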
# Target sequence (P30989 whole entry, looked up): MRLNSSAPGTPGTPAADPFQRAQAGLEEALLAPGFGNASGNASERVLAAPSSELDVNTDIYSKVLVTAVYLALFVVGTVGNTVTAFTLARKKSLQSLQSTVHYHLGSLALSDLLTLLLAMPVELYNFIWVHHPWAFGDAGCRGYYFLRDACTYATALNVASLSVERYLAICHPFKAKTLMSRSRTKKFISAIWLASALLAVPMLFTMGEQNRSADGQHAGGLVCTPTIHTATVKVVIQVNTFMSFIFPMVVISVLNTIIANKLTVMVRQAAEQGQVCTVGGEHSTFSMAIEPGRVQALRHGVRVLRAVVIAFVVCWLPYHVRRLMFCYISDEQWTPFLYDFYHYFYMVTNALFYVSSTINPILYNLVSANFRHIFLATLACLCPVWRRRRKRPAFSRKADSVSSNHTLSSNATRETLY
# T cell HTS – T cell immune modulators affecting CD8 T cell-vesicle binding. 2C CD8+ T cell-vesicle binding, flow cytometry; stronger effect = lower value. calls only at 7 µM. 330,000 tested, 0.068% active;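 active = response, share of CD8 T cells binding vesicles, and their 90th percentile fluorescence all below set limits, cut at about 80% in these data, passing the limit was not always enough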
#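 Also added: QL9-peptide-loaded Drosophila micro-vesicles bearing Ld, ICAM-1 and B7-1; Test system: purified 2C TCR transgenic mouse naive CD8+ T cells; Measured by: cytometric PE anti-B7-1 and Alexa647 anti-CD8 signals after 1% paraformaldehyde fixation; Timing: binding step 1.5 h, 37 °C, antibody labelling 20 min, ice.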
# GPR35 antagonists – GPR35 antagonists blocking zaprinast-driven arrestin recruitment, primary screen, imaging, U2OS, beta-arrestin-GFP, zaprinast agonist (AID 2058). inhibition, % at 10 µM; hits with a dose series show IC50 in µM. 290,000 tested, 0.052% active. U2OS GPR35 beta-arrestin-GFP translocation imaging, zaprinast antagonism; higher % means a stronger effect;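 active = inhibition of at least 50% with at least 30 cells and total cytoplasm GFP at most 10,000,000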
# LYP phosphatase – inhibitors of LYP phosphatase, biochemical, fluorescence intensity, uHTS (AID 1779). 290,000 tested, 0.054% active. inhibition, % at 11.5 µM; hits with a dose series show IC50 in µM. recombinant LYP phosphatase, fluorescence intensity; higher % means a stronger effect; in the data active = inhibition above about 50%;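 also: plate controls were vehicle with enzyme for no effect and no enzyme for full effect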
# GPR55 beta-arrestin – selective activators of receptor GPR55 – imaging, U2OS cells, beta-arrestin-GFP redistribution, primary screen (AID 1961); U2OS GPR55 beta-arrestin-GFP redistribution imaging; higher % means a stronger effect; 290,000 tested, 0.048% active; one-dose activation, % at 10 µM; EC50 in µM for titrated hits;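 active = activation above 40% with more than 50 cells counted in the well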;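 also: U2OS osteosarcoma cells stably expressing GPR55 and beta-arrestin-GFP; plate controls were DMSO negative control for no effect and LPI positive control for full effect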
# Lipid droplet – modulators of hepatic lipid droplet formation; AML12 mouse hepatocytes, oleate lipid droplets, BODIPY imaging; inhibition, % at 6.5 µM; 240,000 tested, 0.4% active; AID 1656;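 active = lipid droplet intensity inhibited by at least 50%, with more than 500 cells counted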
#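 Test system: AML12 hepatocytes (mouse); reagent: oleate loading, 100 µM; dosing: one dose, 6.5 µM compound; incubation: overnight exposure; signal: fluorescence imaging, 20x objective, two fields per well; read-out basis: % inhibition of corrected integrated BODIPY droplet signal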
# SV40 large T antigen – TAg ATPase/helicase activity blockers – biochemical (AID 1903); 310,000 tested, 0.39% active; SV40 large T antigen ATPase/helicase inhibition assay; higher % means a stronger effect; inhibition, % at 20 µM, or IC50 in µM where a hit was titrated; in the data active = a potency from the dose series; also: strong numbers were not always called active
# Lipid droplet cells 6.5 µM – second read-out of Lipid droplet, no call of its own (marks repeat the call); cell count; measured here: cell count, cytotoxicity flag;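 cells counted across two imaged fields per well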
# T cell HTS vesicle-bound % – second read-out of T cell HTS, no call of its own (marks repeat the call); double positive events, %; measured here: CD8+ vesicle-bound cell fraction;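 binding gate set so that unloaded-vesicle control wells show 10% double positive cells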
# NTR1 ag cell count 20 µM – further read-out of NTR1 ag, marked with its call; cell count; measured here: cell count, cytotoxicity flag
# Starred values were filed as active, the others as inactive; i = inactive; nt = not tested or not shown.
SMILES,GPR55 antagonists,MgcRacGAP inhibition,NTR1 ag,NTR1 ag cell count 20 µM,T cell HTS,T cell HTS vesicle-bound %,GPR35 antagonists,LYP phosphatase,GPR55 beta-arrestin,Lipid droplet,Lipid droplet cells 6.5 µM,SV40 large T antigen
Cc1ccc(-n2c(-c3ccccc3)c[n+]3c2CCC3)cc1,-1.6%,7.0%,1.6,33,i,15.1,-12.9%,1.7%,-0.1%,-11.7,624,0.9%
CCOC(=O)C(CC)/C(C)=N/NC(=O)c1ccccc1[N+](=O)[O-] (centres undefined),6.7%,13.3%,0.1,59,i,64.9,13.9%,-6.4%,0.3%,nt,nt,4.8%
CCN(CC(=O)Nc1ccc(NC(C)=O)cc1)C(=O)c1ccccc1CCc1ccccc1,nt,7.7%,1.2,71,i,30.2,nt,nt,nt,nt,nt,5.8%
COc1ccc(-c2oc3ccc(N4CCOCC4)cc3c2C#CCO)cc1,nt,-7.4%,18.1,97,i,17.2,nt,nt,nt,nt,nt,9.3%
COc1ccccc1C(=O)NC1CCN(C(=S)NCCc2ccccc2)CC1,12.6%,6.5%,0.4,52,i,47.5,-6.6%,-0.1%,-0.1%,1.9,696,17.0%
CC(=O)Nc1ccc(NC(=O)CSc2nccn2Cc2ccccc2)cc1,17.5%,-1.4%,0.7,76,i,23.5,10.3%,-5.2%,0.3%,nt,nt,3.5%
Cc1cccc(Nc2ccc(NCc3ccccc3)nn2)c1,9.4%,1.2%,3.3,45,i,33.6,-7.0%,-3.6%,0.0%,-1.6,769,8.2%
O=C(Cn1cc(S(=O)(=O)N2CCN(c3ccccc3F)CC2)c2ccccc2c1=O)NCCCN1CCCCCC1,4.4%,3.5%,3.1,75,i,49.1,4.6%,-7.8%,0.9%,-2.6,753,18.6%
CN1CCN(CCCN(Cc2ccco2)C(=S)Nc2ccc(Cl)cc2)CC1,-1.5%,-2.2%,-2.5,62,i,28.8,9.5%,-4.1%,0.1%,6.5,685,4.1%
CSc1ccccc1NC(=O)c1cccs1,6.2%,4.8%,0.0,69,i,24.3,4.8%,-5.1%,0.0%,nt,nt,1.5%
COc1ncnc2c1N[C@@](C)(O)c1c(F)c(F)c(F)c(F)c1S2,3.1%,13.1%,0.0,68,i,34.5,15.9%,-9.0%,-0.1%,22.1,824,14.1%
O=[N+]([O-])c1ccc2nc(CCCO)[nH]c2c1,-0.8%,nt,-0.4,42,i,62.9,-4.6%,-4.2%,-0.1%,5.4,776,-0.4%
Cc1nc2c(=O)n(C)c(=O)n(C)c2nc1Cl,21.8%,8.8%,nt,nt,i,41.2,0.3%,-9.1%,0.0%,-25.6,613,25.8%
Cn1cnc2c(N/N=C/c3cccs3)ncnc21,15.7%,nt,0.9,56,i,27.8,7.2%,1.6%,-0.1%,-32.3,711,9.4%
CC(C)c1ccc(NNC(=O)C2CCC2)cc1,3.9%,11.7%,0.6,54,i,18.2,18.6%,-5.4%,-0.1%,-0.2,685,17.6%
O=C(O)CCC(=O)NNc1nc(-c2ccccc2)c2cc(Cl)ccc2n1,1.3%,nt,0.8,72,i,41.9,7.2%,-6.6%,-0.1%,nt,nt,4.0%
CCOc1ccc2nc(NS(=O)(=O)Cc3ccccc3)sc2c1,-15.6%,8.9%,-0.8,77,i,31.1,-6.6%,-1.9%,-0.2%,-13.7,724,6.1%
Cc1ccc(-c2cc(C(=O)Nc3ccncc3)c3ccccc3n2)cc1,nt,8.4%,1.3,68,i,7.0,nt,nt,nt,nt,nt,14.1%
Cc1c(C(=O)O)oc2c3c(ccc12)OCCO3,11.6%,-1.8%,-0.2,55,i,16.5,13.0%,-6.1%,-0.1%,5.1,642,-2.8%
COC(=O)c1ccc(OC(=O)c2cccs2)cc1,-6.7%,13.1%,-0.8,92,i,59.2,1.4%,-4.6%,-0.4%,2.6,697,1.9%
COc1ccc(OC)c(N=C2C(=O)Nc3ccccc32)c1,4.4%,4.0%,3.0,96,i,42.4,6.3%,-10.2%,-0.2%,9.3,782,4.7%
COc1cc(/C=C/C(=O)O)ccc1OS(=O)(=O)c1ccc(C)cc1,7.0%,-0.1%,0.1,60,i,46.0,-6.1%,-3.3%,0.0%,-12.7,674,34.3%
COc1nc(OC/C(N)=N/O)nc(N2CCOCC2)n1,-0.4%,14.8%,-0.9,60,i,22.3,10.2%,-1.1%,-0.1%,12.5,777,0.1%
Cc1cccc(NC(=O)CCc2ccc(S(=O)(=O)NC3CCCCC3)cc2)c1,-4.9%,1.3%,-0.5,56,i,50.4,-3.4%,6.1%,0.0%,-21.2,791,3.8%
Cc1ccc(S(=O)(=O)N2CCC(C)CC2)cc1C(=O)NCCN1CCOCC1,-24.7%,5.3%,0.1,68,i,13.9,1.9%,-10.0%,0.2%,-2.6,808,5.3%

# Entries of single compounds as entered above. Order of screens: GPR55 antagonists	MgcRacGAP inhibition	NTR1 ag	NTR1 ag cell count 20 µM	T cell HTS	T cell HTS vesicle-bound %	GPR35 antagonists	LYP phosphatase	GPR55 beta-arrestin	Lipid droplet	Lipid droplet cells 6.5 µM	SV40 large T antigen
# Cn1cnc2c(N/N=C/c3cccs3)ncnc21 across the screens: 15.7%	nt	0.9	56	i	27.8	7.2%	1.6%	-0.1%	-32.3	711	9.4%
# COc1ccccc1C(=O)NC1CCN(C(=S)NCCc2ccccc2)CC1 across the screens: 12.6%	6.5%	0.4	52	i	47.5	-6.6%	-0.1%	-0.1%	1.9	696	17.0%
# Cc1ccc(-c2cc(C(=O)Nc3ccncc3)c3ccccc3n2)cc1 across the screens: nt	8.4%	1.3	68	i	7.0	nt	nt	nt	nt	nt	14.1%
# Cc1cccc(NC(=O)CCc2ccc(S(=O)(=O)NC3CCCCC3)cc2)c1 across the screens: -4.9%	1.3%	-0.5	56	i	50.4	-3.4%	6.1%	0.0%	-21.2	791	3.8%

# Additional entries follow:
SMILES,GPR55 antagonists,MgcRacGAP inhibition,NTR1 ag,NTR1 ag cell count 20 µM,T cell HTS,T cell HTS vesicle-bound %,GPR35 antagonists,LYP phosphatase,GPR55 beta-arrestin,Lipid droplet,Lipid droplet cells 6.5 µM,SV40 large T antigen
CN(Cc1ccc(OC(F)F)cc1)C(=O)c1ccc2nccnc2c1,11.7%,7.8%,1.7,64,i,28.9,-3.1%,-5.4%,-1.0%,nt,nt,-0.1%
Cc1ccc(S(=O)(=O)N(C)c2ccccc2C(=O)NC2CCCC2)cc1,4.2%,4.2%,-2.7,38,i,48.8,12.9%,-5.2%,0.9%,-3.7,606,6.0%
CN1c2ccccc2-c2nc3ccccc3n2C1c1ccncc1 (centres undefined),9.4%,7.0%,0.3,67,i,53.5,4.8%,-4.1%,-0.1%,-9.8,754,9.5%
COc1ccc(OCC(=O)Nc2cc(-c3nn4c(C)nnc4s3)ccc2C)cc1,5.9%,7.9%,2.5,56,i,29.9,-6.2%,-8.5%,-0.1%,nt,nt,4.1%
CS(=O)(=O)N1CCC(C(=O)Nc2cc(C(F)(F)F)ccc2Cl)CC1,-3.7%,4.4%,-0.5,51,i,20.3,-4.3%,-0.9%,0.5%,9.9,772,9.6%
Cc1ccc(C)c2c1cc(C)c1nnc(SCC(=O)c3cccs3)n12,4.5%,3.1%,2.6,42,i,51.2,5.4%,0.0%,0.6%,-41.7,445,11.3%
COc1ccc(-c2ccc(-c3nnc(Cc4ccc(OC)c(OC)c4)o3)cc2)cc1,-4.2%,4.3%,0.6,92,i,16.4,-16.2%,-11.5%,-0.2%,nt,nt,7.9%
Cc1ccc2c(c1)N(CCC(=O)NCCCOC(C)C)C(=O)C(C)O2 (centres undefined),-0.7%,-2.2%,1.0,76,i,56.1,1.7%,-2.5%,-0.2%,nt,nt,14.6%
COCCCNC(=O)Cn1nnc(-c2ccc(NC(=O)c3cccnc3)cc2)n1,1.7%,nt,-1.5,22,i,22.9,-9.3%,-0.6%,0.3%,-11.9,690,18.4%
Cc1cc(C)nc(-n2nc(C)cc2NC(=O)c2cccc(S(=O)(=O)N3CCOCC3)c2)n1,-1.9%,3.1%,nt,nt,nt,nt,9.2%,-1.0%,0.2%,nt,nt,5.2%
CC(=O)NC(CC(=O)Oc1ccc(C)cc1Br)c1ccccc1 (centres undefined),-7.8%,3.7%,0.7,57,i,3.5,2.4%,-2.4%,0.0%,-4.7,701,9.4%
C=CCCN(C(CC(C)C)C(=O)OC)S(=O)(=O)c1ccccc1Br (centres undefined),18.4%,4.2%,-0.5,97,i,16.8,-3.5%,-5.6%,0.0%,-32.9,704,14.5%
C/C(=N\NC(=O)c1ccc(-c2ccccc2)cc1)c1cccc(N)c1,-0.7%,8.3%,0.8,50,i,49.1,-7.4%,-4.2%,0.1%,7.8,732,-26.4%
O=C(N/N=C/c1ccccc1)c1ccc2c(c1)OCO2,4.5%,11.4%,2.1,62,i,62.8,14.7%,-11.6%,-0.3%,-3.3,784,4.5%
O=C(Cc1ccc(F)cc1)Nc1ccc(S(=O)(=O)N2CCCCC2)cc1,-12.3%,-0.2%,3.2,54,i,52.3,-12.3%,-6.7%,-0.2%,9.5,683,1.4%
CCC(C(=O)Nc1nc(C)c(C)s1)c1ccccc1 (centres undefined),3.3%,0.1%,-1.3,51,i,54.9,5.2%,-3.6%,0.2%,-13.6,825,25.5%
COc1ccc(C(=O)OCC(=O)Nc2ccc3[nH]c(=O)[nH]c3c2)c(OC)c1OC,nt,0.0%,0.9,68,i,38.4,nt,nt,nt,nt,nt,5.0%
COc1cc(C(c2c(C)[nH][nH]c2=O)c2c(C)[nH][nH]c2=O)cc(Cl)c1O,4.6%,13.6%,-0.7,57,i,56.2,7.9%,-2.5%,0.2%,-1.6,859,22.9%
CCCCOC(=O)c1nnc(-c2ccccc2)o1,7.5%,11.1%,0.1,52,i,24.9,-1.3%,-4.5%,-0.1%,3.1,726,5.0%
O=C(COc1cccnc1[N+](=O)[O-])NCc1ccc(F)cc1,-4.9%,10.2%,0.2,82,i,12.2,1.4%,-8.1%,0.6%,-7.3,839,15.5%

# Screening results as filed in PubChem.

# Compounds were not picked by outcome; about 1.8% have a hit in one of these screens.
